RECQ1 inh – qHTS Assay for Inhibitors of RecQ-Like Dna Helicase 1 (RECQ1); RECQ1 DNA unwinding, red fluorescence kinetic read; 240,000 compounds, 0.54% hits; Potency, µM (titrated, usually from 57.3 µM), without a hit: at the highest dose activity, negative = inhibition, actives largely listed as inhibitors; ATP-dependent DNA helicase Q1 (Homo sapiens), P46063; AID 2549, 2010;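 also: plate controls were vehicle for no effect and no enzyme for full effect; nearly all actives have a fitted effect of over 30% in size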
Target sequence (P46063 whole entry, looked up): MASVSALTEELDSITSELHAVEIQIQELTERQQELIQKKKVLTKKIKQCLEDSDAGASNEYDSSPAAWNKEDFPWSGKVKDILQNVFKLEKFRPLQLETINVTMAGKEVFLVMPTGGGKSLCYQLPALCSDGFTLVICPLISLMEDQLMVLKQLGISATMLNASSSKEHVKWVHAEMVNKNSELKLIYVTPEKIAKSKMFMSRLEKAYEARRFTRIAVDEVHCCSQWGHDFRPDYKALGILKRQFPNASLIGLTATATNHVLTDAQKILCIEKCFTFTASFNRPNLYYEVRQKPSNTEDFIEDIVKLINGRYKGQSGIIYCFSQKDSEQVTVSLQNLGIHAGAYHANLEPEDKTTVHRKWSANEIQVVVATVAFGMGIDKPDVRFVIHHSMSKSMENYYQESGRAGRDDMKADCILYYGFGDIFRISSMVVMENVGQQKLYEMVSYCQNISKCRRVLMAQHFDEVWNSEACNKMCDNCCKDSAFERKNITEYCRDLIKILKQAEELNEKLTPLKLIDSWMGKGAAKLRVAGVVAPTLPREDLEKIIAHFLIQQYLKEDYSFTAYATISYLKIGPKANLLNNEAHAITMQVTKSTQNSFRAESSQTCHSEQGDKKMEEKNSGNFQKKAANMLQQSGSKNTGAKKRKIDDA
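50 nM RECQ1T1 preincubated 15 min with compound in Tris pH 8.0 buffer with MgCl2, DTT, Tween-20 and 2.5 ug/ml poly(dI-dC); started with 200 nM TAMRA/BHQ-2 forked duplex and 2 mM ATP. Unwinding read as fluorescence (525/598 nm), two reads 2 h apart.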
TexasRed fluor – Total Fluorescence Counterscreen for Inhibitors of the Interaction of Thyroid Hormone Receptor and Steroid Receptor Coregulator 2 | TRb/SRC2 Texas Red total fluorescence interference | Potency, µM (series often up to 106 µM), for the others: at the highest dose fluorescence change, negative = quenching | 280,000 compounds, 0.29% hits; active = well fitted curve in either direction with a large enough effect; inconclusive = small, poorly fitted or top-dose-only effect; also: % is scaled to controls: 0 for no effect and ±100 for the full control effect
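Human TRb ligand-binding domain at 0.6 uM with 20 nM Texas Red SRC2 peptide in Tris buffer containing 1 uM T3 and 5% DMSO, incubated with compound 5 h at ambient temperature. Total fluorescence (555/632 nm) calculated as parallel + 2 × perpendicular.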
HTT ATP protect – qHTS Multiplex Assay to Identify Dual Action Probes in a Cell Model of Huntington: Cytoprotection (ATP). AID 1471, 2008. 230,000 compounds, 0.14% hits. PC12 HTT-Q103 induced, cytoprotection, ATP luminescence, 40 h. Potency, µM (series often up to 56.4 µM), inactives show cytoprotection (ATP increase), actives largely listed as activators;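 also: % of control where 0% means no effect; nearly all actives have a fitted effect of over 45% in size; toxic huntingtin expression switched on by the ecdysone agonist tebufenozide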
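Cells were plated at 1500 per well in phenol red-free DMEM with 5% equine and 5% calf serum. Tebufenozide (100 nM final) and compounds were added, then ATPlite reagent, and luminescence was read.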
TRb-SRC2 inh – qHTS for Inhibitors of the Interaction of Thyroid Hormone Receptor and Steroid Receptor Coregulator 2. Potency, µM (top dose mostly 106 µM), for inactives: at the top dose activity change, negative = inhibition, usual class: inhibitors. Thyroid hormone receptor beta (Homo sapiens), P10828. TRbeta-SRC2 peptide binding, fluorescence polarization; receptor liganded with 1 µM T3. AID 1469, 2008. 280,000 compounds, 0.065% hits;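 also: plate controls were bound peptide for no effect and peptide without receptor for full effect; nearly all actives have a fitted effect of over 50% in size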
Target sequence (P10828 whole entry, looked up): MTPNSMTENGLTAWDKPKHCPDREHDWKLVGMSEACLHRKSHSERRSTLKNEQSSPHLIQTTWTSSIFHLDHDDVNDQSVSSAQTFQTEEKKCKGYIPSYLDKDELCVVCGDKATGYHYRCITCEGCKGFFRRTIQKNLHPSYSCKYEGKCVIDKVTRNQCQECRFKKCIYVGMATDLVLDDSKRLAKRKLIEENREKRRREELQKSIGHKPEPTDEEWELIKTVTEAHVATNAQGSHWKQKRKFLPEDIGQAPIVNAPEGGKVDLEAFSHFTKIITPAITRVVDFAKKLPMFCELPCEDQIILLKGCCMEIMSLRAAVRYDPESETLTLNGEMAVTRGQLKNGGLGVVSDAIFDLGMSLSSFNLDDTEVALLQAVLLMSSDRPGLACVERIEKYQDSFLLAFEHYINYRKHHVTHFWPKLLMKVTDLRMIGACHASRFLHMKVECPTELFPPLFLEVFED
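Compounds were added to 0.6 uM TRb ligand-binding domain and 20 nM Texas Red-labeled SRC2 peptide in Tris buffer containing 1 uM T3, incubated 5 hr at ambient temperature, then read by fluorescence polarization.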
Tau FP inhib – qHTS for Inhibitors of Tau Fibril Formation, Fluorescence Polarization; Microtubule-associated protein tau (Homo sapiens), P10636; K18 P301L tau heparin fibrillization, Alexa594 FP, 6 h; Potency, µM (top dose mostly 57.7 µM), for inactives: at the top dose activity, negative = inhibition, hits mostly inhibitors; 280,000 compounds, 0.39% hits; AID 1468, 2008; also: % is scaled to controls: 0 for no effect and ±100 for the full control effect; nearly all actives have a fitted effect of over 55% in size
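Compound effects on tau fibrillization are measured by Alexa 594 fluorescence polarization (ex 555, em 632 nm). K18 P301L tau is used at 15 uM with 0.24 uM labeled tracer, and 20 uM heparin induces aggregation over 6 hr at 37 C.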
L3MBTL1 inh – qHTS Assay for the Inhibitors of L3MBTL1. Lethal(3)malignant brain tumor-like protein 1 (Homo sapiens), Q9Y468. AlphaScreen L3MBTL1–H3K9me1 peptide binding. Potency, µM (doses to about 57.1 µM), inactives show top-dose activity, negative = inhibition, hits mostly inhibitors. 230,000 compounds, 0.66% hits. AID 485360, 2010; also: % is scaled to controls: 0 for no effect and ±100 for the full control effect; nearly all actives have a fitted effect of over 60% in size
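First, the protein-peptide complex forms for 30 min at room temperature (L3MBTL1 50 nM, biotinylated H3K9me1 peptide 75 nM). Next, compounds are pin-transferred and incubated 30 min. Finally, AlphaScreen beads are added and read after 30 min.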
Tau fibril ThT – qHTS for Inhibitors of Tau Fibril Formation, Thioflavin T Binding | recombinant tau K18 P301L, heparin-induced fibrillization, ThT fluorescence | Potency, µM (top dose mostly 57.4 µM), for inactives: top-dose activity, negative = inhibition, usual class: inhibitors | 270,000 compounds, 2.1% hits | AID 1460, 2008; also: % is scaled to controls: 0 for no effect and ±100 for the full control effect; nearly all actives have a fitted effect of over 55% in size
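Recombinant human tau K18 fragment […] carrying P301L, 15 uM unlabeled plus 0.24 uM Alexa 594-labeled, was fibrillized with 20 uM heparin in 100 mM sodium acetate pH 7 for 6 hr at 37 C; 30 uM ThT fluorescence read after 1 hr.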
Tau fluor cs – Counterscreen qHTS for Inhibitors of Tau Fibril Formation, Fluorescence Polarization. tau K18 P301L (four-repeat tau fragment) Alexa594 fluorescence, heparin fibrillization. Potency, µM (highest dose often 57.7 µM), for inactives: top-dose activity change, negative = decrease. 280,000 compounds, 0.93% hits; also: % is scaled to controls: 0 for no effect and ±100 for the full control effect; nearly all actives have a fitted effect of over 55% in size
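Human K18 P301L tau (15 uM unlabeled plus 0.24 uM Alexa 594-labeled, final) in 100 mM sodium acetate pH 7 was mixed with compound and 20 uM heparin and incubated 6 hr at 37 C.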
The depositor's hits bear a star; i = inactive; u = inconclusive; x = not tested or not shown; & = joins results of further samples; [ ] = dose if it differs, or a comment. Unless noted, calls follow the shape of the dose curve; as a rule, active = well fitted curve in the direction sought with a large enough effect; inconclusive = small, poorly fitted or top-dose-only effect, or another doubt; inactive = no such curve, though single readings can be large; an effect the other way counts as inactive or inconclusive. Potency is read from the fitted curve at half-maximal effect.

SMILES | RECQ1 inh | TexasRed fluor | HTT ATP protect | TRb-SRC2 inh | Tau FP inhib | L3MBTL1 inh | Tau fibril ThT | Tau fluor cs
CCC(Sc1ncccc1C(=O)OC(C)C)C(=O)N1CCOCC1 (configuration not stated) | -2.2% | -0.3% | -15.1% | 1.6% | 1.8% | 1.5% | -3.1% | -2.5%
Cc1c(NC(=O)COC(=O)COc2ccc(Nc3ccccc3)cc2)c(=O)n(-c2ccccc2)n1C | -15.5% | -0.5% | -13.8% | -7.7% | 8.8% | -18.2% | u | -20.6%
COC(=O)C1=C(C)Nc2nnnn2C1c1ccco1 (configuration not stated) | -11.6% | 0.6% | -1.3% | -5.6% | 1.9% | -3.6% | -1.0% | -3.8%
CCOc1c2ccc(C(=O)NCc3cc(C(F)(F)F)cc(C(F)(F)F)c3)cc2nn1C | 0.0% | -0.7% | -12.9% | -4.6% | 8.5% | -0.2% | -17.6% | -14.6%
COc1c2ccc(C(=O)NCCCCc3ccccc3)cc2nn1C | -8.3% | 0.4% | -10.2% | 7.4% | 0.5% | -6.9% | u | -3.2%
Cc1nn(-c2nc3ccccc3n2Cc2ccccc2)c2c1C(=O)CC(C)(C)C2 | i | -2.9% | -8.8% | -16.3% | 2.0% | x | -12.1% | -12.9%
O=C(Nc1ccc2c(c1)OCCO2)C1CCCN1S(=O)(=O)c1cccc2cccnc12 (configuration not stated) | -9.3% | -0.7% | -15.1%[10 µM] | 11.0% | -1.0% | -18.9% | -3.7% | -5.5%
CCN(C(=S)Nc1ccccc1F)C1CCCCC1 | -1.2% | -0.1% | 13.4% | -4.9% | -0.2% | 3.8% | 12.1% | 4.0%
COc1ccccc1N1CCN(S(=O)(=O)c2c(C)sc3ncn(CC(=O)Nc4ccc(C(F)(F)F)cc4)c(=O)c23)CC1 | x | -0.9% | x | 7.3% | -12.0% | x | -13.3% | u
CCCCCCCCCCCCCCC[C@@H](O)[C@H](CO)NC(=O)CCCCCCC | i | 0.1%&-2.5% | 16.8%&-17.5% | 2.2%&4.5% | -3.2%&-6.7% | x | -4.6%&-8.8% | -1.3%&-14.1%
Cn1c(=O)cc(N2CCCCC2)[nH]c1=O | 5.2% | -1.5% | 5.4%[10 µM] | 0.9% | 8.5% | 15.9% | -2.2% | 2.9%
Cc1cc(C)n(CC2CC(=O)N(c3ccc(F)c(Cl)c3)C2=O)n1 (configuration not stated) | i | -6.5% | -5.3% | -4.5% | 1.3% | 40.0%[activator] | -1.3% | -7.8%
O=C(c1ccccc1)N1CCN(C(=O)C23CC4CC(CC(C4)C2)C3)CC1 | i | -4.9% | -25.5%[10 µM] | -0.9% | 2.9% | 0.1% | -8.0% | -4.6%
O=C(NNC(=O)c1cccnc1SCc1cccc([N+](=O)[O-])c1)c1ccc(F)cc1 | -6.1% | 2.1% | 2.8%[10 µM] | 0.6% | -4.8% | 1.5% | -11.5% | -17.2%
CCOC(=O)c1cccc(NC(=O)c2ccc3snnc3c2)c1 | x | -3.2% | x | 3.2% | u | x | -6.2% | -28.7%
CC(C(=O)NCc1cccs1)n1cccc1 (configuration not stated) | i | 1.4% | 2.4% | 2.9% | -2.1% | -8.2% | -12.2% | -6.9%
Cc1cc(C)c2c(-n3cccc3)nn(CC#N)c2n1 | -3.0% | -1.7% | 15.1% | -4.6% | -4.8% | 0.0% | -0.3% | -1.6%
Cc1cc2c(n1-c1ccc(C(=O)NCCc3ccc(Cl)cc3)cc1)CCCC2 | x | 4.5% | x | -4.1% | u | x | u | -23.1%
CN(C)CCNC(=S)Nc1ccc(Cl)cc1Cl | -1.4% | 0.2% | 12.6%[10 µM] | -0.7% | -3.6% | 1.0% | 3.6% | 8.1%
Cc1cc(Nc2ccccc2C)nc(-n2nc(C)cc2C)n1 | x | 0.5% | x | -2.7% | -2.5% | x | -3.4% | -5.3%

Reprinted at random: two records from the list
SMILES | RECQ1 inh | TexasRed fluor | HTT ATP protect | TRb-SRC2 inh | Tau FP inhib | L3MBTL1 inh | Tau fibril ThT | Tau fluor cs
CC(C(=O)NCc1cccs1)n1cccc1 (configuration not stated) | i | 1.4% | 2.4% | 2.9% | -2.1% | -8.2% | -12.2% | -6.9%
CCOC(=O)c1cccc(NC(=O)c2ccc3snnc3c2)c1 | x | -3.2% | x | 3.2% | u | x | -6.2% | -28.7%

(listing goes on)
SMILES | RECQ1 inh | TexasRed fluor | HTT ATP protect | TRb-SRC2 inh | Tau FP inhib | L3MBTL1 inh | Tau fibril ThT | Tau fluor cs
CN(CC(=O)Nc1ccccc1F)S(=O)(=O)c1ccc2c(c1)c(=O)n(C)c(=O)n2C | x | 0.8% | x | 2.8% | 2.3% | x | 7.6% | 5.9%
C/C=C/C=C/C(=O)Nc1nccs1 | 4.7% | 0.4% | 21.0%[10 µM] | 0.3% | 0.1% | -19.3% | -16.0% | -10.7%
O=C(N/N=C/c1ccco1)c1cc(-c2ccc(Cl)cc2)n[nH]1 | -4.7% | -0.5% | -3.2%[10 µM] | 6.4% | -7.6% | x | x | -17.8%
CCOC(=O)C1=C(C)NC(C)=C(C(=O)OCC)C1C(=O)OCC(=O)N1CCc2ccccc2C1 | 4.9% | -2.6% | -26.1% | 4.7% | 5.5% | -0.2% | 0.2% | -4.2%
O=C1c2ccccc2-c2cccc(C(=O)N3CCCCCC3)c21 | -6.8% | -2.3% | x | -1.8% | 6.8% | -1.0% | -8.3% | -2.6%
CCc1ccccc1S(=O)(=O)Cc1ccc(C(=O)NCCc2ccc(C)cc2)o1 | x | 2.0% | x | 1.3% | 6.9% | x | u | -21.1%
CC1CCC(NC(=O)c2ccc3c(c2)N(Cc2ccccc2F)C(=O)c2ccccc2S3)CC1 (configuration not stated) | x | -2.3% | x | -0.9% | -10.8% | x | -10.8% | -4.7%
Cc1cccc(OCCCC(=O)Nc2ccc(S(N)(=O)=O)cc2)c1C | -7.2% | -1.6% | 0.1%[10 µM] | 4.6% | 3.2% | -6.7% | -3.5% | 3.9%
Cc1[nH]c2ccccc2c1/C=N/NC(=O)c1cccc([N+](=O)[O-])c1 | 1.58µM* | -3.6% | -1.2% | 2.5% | 15.3% | 2.1% | u | u
Cc1onc(-c2ccccc2)c1C(=O)/C=C/N(C)C | 15.7% | 1.0% | -8.9%[10 µM] | -2.9% | -2.1% | 6.4% | -11.8% | -11.0%
COc1cccc(C(=O)COc2ccc3c(C)c(Cc4ccccc4)c(=O)oc3c2)c1 | 1.7% | -2.3% | -12.7%[10 µM] | -2.4% | 2.8% | 4.2% | -12.0% | -22.9%
CCOc1ccc(-n2c(=O)c3sccc3n(CC(=O)Nc3cccc(OC)c3)c2=O)cc1 | i | -3.0% | 40.5%[10 µM] | 0.6% | u | 8.6% | -3.5% | -13.5%
Cc1nnc(Nc2ccc(C(=O)O)cc2)[nH]c1=O | -15.0% | -1.3% | -10.5% | 0.9% | -0.7% | 9.6% | -0.7% | 1.1%
COc1ccccc1-c1c(C)nn2c(-c3ccccc3)cc(-c3ccccc3)nc12 | x | 1.9% | x | 0.9% | u | x | -4.7% | -20.2%
CCc1nnc(NC(=O)NCN2C(=O)C3C4C=CC(C4)C3C2=O)s1 (configuration not stated) | -1.6% | -1.1% | -14.2% | 5.1% | 2.4% | 11.0% | 1.4% | 1.5%
CCOC(=O)CCC(=O)Nc1nnc2n1CCS2 | x | -1.6% | x | -0.4% | 4.6% | x | -0.7% | -2.0%
CCOC(=O)/C(=C\c1cn(C)c2ccccc12)[N+](=O)[O-] | 1.9% | 7.1% | -13.3%[1.9 µM] | -3.9% | 2.4% | -5.6% | -6.3% | 1.6%
CCCCNC(=O)C(c1ccc(OCC(=O)OC)c(C(=O)OC)c1)N(CCOC)C(=O)CCCCCN1C(=O)NC(c2ccc(-c3ccccc3)cc2)C(C(=O)OCc2ccccc2)=C1C (configuration not stated) | -12.3%&-4.0% | 0.1%&-0.8% | -23.5%[10 µM] | 8.3%&-1.4% | 2.6%&7.3% | x | u | 2.7%&-3.7%
COc1ccc(S(=O)(=O)Nc2cccnc2)cc1 | 4.5% | -0.6% | 12.1%[10 µM] | -1.7% | -10.4% | x | x | 3.3%
Cc1ccccc1NS(=O)(=O)c1ccc2[nH]c(=O)[nH]c2c1 | 21.0% | 1.1% | x | 4.7% | 3.8% | 7.1% | -4.6% | -0.8%
CCOc1ccc(CCNC(=O)c2ccc(CS(=O)(=O)Cc3ccccc3Cl)o2)cc1OCC | x | -3.2% | x | 8.1% | 5.5% | x | 3.7% | -4.0%
CCOC(=O)C(=O)C1=C(N2CCOCC2)/C(=C\c2ccc(F)cc2)CC1 | -3.3% | 0.5% | 18.8%[10 µM] | 7.0% | 3.4% | -7.5% | u | 1.5%
Cc1cc(O)c(C2=Nc3ccccc3SC(c3ccc(Cl)cc3)C2)c(=O)o1 (configuration not stated) | -8.3% | 0.3% | -5.0%[10 µM] | -1.5% | -14.0% | 7.9% | u | -10.6%
CCn1cc(C(=O)NCCCN2CC(C)CC(C)C2)c2cc(OC)c(OC)cc2c1=O (configuration not stated) | -1.3% | -0.3% | -3.2%[10 µM] | 2.5% | 0.7% | 3.3% | -2.5% | 4.4%
CCCNC(=O)NC(=O)CSc1nc2cc(C(=O)OC)ccc2c(=O)n1-c1ccccc1 | -4.6% | 0.7% | -7.8% | -8.4% | -1.0% | x | -3.1% | -6.0%

A portion of the library; rates above refer to the full screens.
